INS-1E_ATP_HTS: protection of INS-1E cells from cytokine death, primary screen, ATP luminescence, single point; INS-1E cytokine-induced death, 48 h; normalised: neutral wells 0, positive control 100; protection from cytokine-induced ATP loss, % at 10 µM; 20,000 tested, 0.1% active;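 active = mean replicate protection from cytokine-induced ATP loss at least 50% and at least 75% of replicates each reaching 50%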
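Test system: INS-1E rat cells | Quantity: 8000 cells per well | Medium: Phenol-red-free RPMI with 5% fetal bovine serum | Reagent: Cytokine cocktail of IFN-γ, TNF-α and IL-1β | Doses: One compound concentration, pin transfer | Timing: 48 h co-treatment, 10 min post-lysis read | Technique: Luminescent ATP assay (CellTiter-Glo)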
T_cruzi_intra: inhibitors of intracellular Trypanosoma cruzi, primary screen, cell-based, plate reader, single point, set 2; intracellular Trypanosoma cruzi in host cells; activity score (inhibition), % at 5.01 µM; 22,000 tested, 4.9% active; in the data active = activity score above about 55%;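 also: parasites and compound incubated about four days before reading; 0% = median of neutral control wells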
* hit, by the source's call; . = not tested or not shown.

SMILES INS-1E_ATP_HTS T_cruzi_intra
C[C@@H]1CN([C@@H](C)CO)C(=O)c2cc(NC(=O)CCC(F)(F)F)ccc2O[C@H]1CN(C)S(=O)(=O)c1ccccc1 -12.4 20.9
C[C@@H]1CN([C@H](C)CO)C(=O)c2cc(NC(=O)Nc3ccc(F)cc3)ccc2O[C@H]1CN(C)Cc1ccc(-c2ccccc2)cc1 -33.9 17.4
Cc1noc(C)c1NC(=O)N(C)C[C@@H]1Oc2ccc(NC(=O)C3CCCCC3)cc2C(=O)N([C@@H](C)CO)C[C@@H]1C 5.3 -14.5
C[C@@H]1CN([C@H](C)CO)C(=O)c2cccc(NC(=O)C3CCOCC3)c2O[C@@H]1CN(C)Cc1ccc(Oc2ccccc2)cc1 -16.1 -6.5
Cc1cc(C(=O)Nc2cccc3c2O[C@@H](CN(C)Cc2ccc(C(=O)O)cc2)[C@@H](C)CN([C@@H](C)CO)C3=O)n(C)n1 6.1 -1.2
C[C@@H]1CN([C@@H](C)CO)C(=O)CCCn2cc(nn2)CO[C@@H]1CN(C)C(=O)c1ccc(N2CCN(C)CC2)cc1 . -2.4
C[C@@H]1CN([C@@H](C)CO)C(=O)c2cccc(N(C)C)c2O[C@H]1CN(C)Cc1ccccc1 -0.6 22.0
C[C@H]1CN([C@@H](C)CO)C(=O)c2cccc(NC(=O)Nc3ccc(C(F)(F)F)cc3)c2O[C@@H]1CN(C)S(=O)(=O)c1ccc(Cl)cc1 -20.2 8.3
C[C@H](CO)N1C[C@H](C)[C@@H](CN(C)Cc2ccc(C(F)(F)F)cc2)Oc2c(NC(=O)c3nc4ccccc4s3)cccc2C1=O -48.5 61.5*
C[C@@H]1CN([C@@H](C)CO)C(=O)c2cc(NC(=O)NC3CCCCC3)ccc2O[C@@H]1CN(C)Cc1ccc(C(=O)Nc2ccccc2N)cc1 4.6 29.6
Cc1noc(C)c1NC(=O)Nc1ccc2c(c1)CC(=O)N([C@@H](C)CO)C[C@H](C)[C@@H](CN(C)Cc1ccc3c(c1)OCO3)O2 9.8 -14.2
C[C@@H]1CN([C@H](C)CO)C(=O)CCCn2nncc2CO[C@H]1CN(C)Cc1ccc(C(=O)O)cc1 8.4 -17.1
Cc1noc(C)c1S(=O)(=O)Nc1ccc2c(c1)CC(=O)N([C@H](C)CO)C[C@@H](C)[C@@H](CN(C)S(=O)(=O)c1cn(C)cn1)O2 3.2 -25.2
C[C@H]1CN([C@@H](C)CO)C(=O)Cc2cc(NS(=O)(=O)c3cccs3)ccc2O[C@H]1CN(C)Cc1ccc(Cl)c(Cl)c1 5.0 1.6
C[C@@H]1CN([C@H](C)CO)C(=O)Cc2cc(NC(=O)Cn3cnnn3)ccc2O[C@@H]1CN(C)Cc1ccc(Cl)c(Cl)c1 -1.1 -5.6
C[C@H]1CN([C@@H](C)CO)C(=O)Cc2cc(NC(=O)Nc3ccc(F)cc3)ccc2O[C@@H]1CN(C)S(=O)(=O)c1cn(C)cn1 8.6 15.4
C[C@H]1CN([C@@H](C)CO)C(=O)Cc2cc(NC(=O)CCCN(C)C)ccc2O[C@@H]1CN(C)Cc1ccc(Oc2ccccc2)cc1 -1.6 -31.5
C[C@H](CO)N1C[C@H](C)[C@H](CN(C)S(=O)(=O)c2cccs2)Oc2ccc(NS(=O)(=O)c3cccs3)cc2CC1=O 5.0 -9.6
C=CCOc1ccccc1/C=N/NC(=O)CCCCCCC(=O)OC 7.9 -25.8
C[C@@H]1CN([C@H](C)CO)C(=O)Cc2cc(NC(=O)Nc3ccc(C(F)(F)F)cc3)ccc2O[C@@H]1CN(C)C(=O)Nc1ccc(F)cc1 5.7 -2.1
C[C@H](CO)N1C[C@H](C)[C@H](CN(C)S(=O)(=O)c2cn(C)cn2)Oc2ncc(C#Cc3ccc(C(F)(F)F)cc3)cc2C1=O . 19.8
C[C@@H]1CN([C@H](C)CO)C(=O)Cc2cc(NS(=O)(=O)c3ccccc3)ccc2O[C@H]1CN(C)Cc1ccc(-c2ccccc2)cc1 -8.8 52.0
Cc1ccc(S(=O)(=O)N(C)C[C@H]2Oc3ccc(NC(=O)Nc4ccc(C(F)(F)F)cc4)cc3C(=O)N([C@H](C)CO)C[C@H]2C)cc1 0.3 15.6
COc1ccc(NC(=O)Nc2cccc3c2O[C@H](CN(C)Cc2ccccc2)[C@H](C)CN([C@H](C)CO)C3=O)cc1 -11.1 -33.0
C[C@H](CO)N1C[C@H](C)[C@H](CN(C)C(=O)Nc2ccc3c(c2)OCO3)Oc2ccc(NC(=O)CCC(F)(F)F)cc2CC1=O -0.4 -21.2
Cc1ccc(S(=O)(=O)Nc2ccc3c(c2)C(=O)N([C@H](C)CO)C[C@H](C)[C@@H](CN(C)C(=O)Cc2ccccc2)OCCCC[C@@H](C)O3)cc1 -10.7 16.2
Cc1noc(C)c1S(=O)(=O)Nc1ccc2c(c1)CC(=O)N([C@@H](C)CO)C[C@H](C)[C@@H](CN(C)Cc1ccc(Oc3ccccc3)cc1)O2 3.5 11.6
C[C@@H]1CN([C@H](C)CO)C(=O)Cc2cc(NC(=O)Nc3ccc(F)cc3)ccc2O[C@@H]1CN(C)Cc1ccc(C(=O)O)cc1 11.3 -24.2
C[C@H](CO)N1C[C@H](C)[C@@H](CN(C)S(=O)(=O)c2ccc(F)cc2)Oc2ccc(NC(=O)Cn3cnnn3)cc2C1=O 4.2 -21.9
C[C@@H]1CN([C@H](C)CO)C(=O)c2cccc(NS(=O)(=O)c3ccc(F)cc3)c2O[C@H]1CN(C)Cc1ccc(C(F)(F)F)cc1 -8.2 20.9

The final two entries of the part above open the next one:
SMILES INS-1E_ATP_HTS T_cruzi_intra
C[C@H](CO)N1C[C@H](C)[C@@H](CN(C)S(=O)(=O)c2ccc(F)cc2)Oc2ccc(NC(=O)Cn3cnnn3)cc2C1=O 4.2 -21.9
C[C@@H]1CN([C@H](C)CO)C(=O)c2cccc(NS(=O)(=O)c3ccc(F)cc3)c2O[C@H]1CN(C)Cc1ccc(C(F)(F)F)cc1 -8.2 20.9
C[C@@H]1CN([C@H](C)CO)C(=O)c2cc(NC(=O)C3CC3)ccc2O[C@@H]1CN(C)S(C)(=O)=O 7.5 -2.7
C[C@@H]1CN([C@H](C)CO)C(=O)Cc2cc(NC(=O)Nc3cccc4ccccc34)ccc2O[C@H]1CN(C)Cc1ccc(-c2ccccc2)cc1 -26.7 50.1
Cc1ccc(S(=O)(=O)N(C)C[C@@H]2Oc3ccc(NC(=O)Nc4ccccc4)cc3C(=O)N([C@H](C)CO)C[C@H]2C)cc1 8.0 -1.9
C[C@@H]1CCCCO[C@H](CN(C)S(C)(=O)=O)[C@@H](C)CN([C@H](C)CO)C(=O)c2cc(NC(=O)c3ccncc3)ccc2O1 2.5 -17.6
C[C@H]1CN([C@@H](C)CO)C(=O)c2cccc(NS(=O)(=O)c3cn(C)cn3)c2O[C@H]1CN(C)Cc1ccc(C(=O)Nc2ccccc2N)cc1 -9.3 24.1
O=C(NO)c1cccc(C(=O)N/N=C/c2cn(S(=O)(=O)c3ccccc3)c3ccccc23)c1 9.2 2.7
C[C@H]1CN([C@@H](C)CO)C(=O)c2cccc(NC(=O)NC3CCCCC3)c2O[C@H]1CN(C)Cc1ccc(-c2ccccc2)cc1 -19.4 -29.2
COc1ccc(NC(=O)Nc2ccc3c(c2)C(=O)N([C@H](C)CO)C[C@@H](C)[C@H](CN(C)C(=O)Nc2ccc(OC)cc2)O3)cc1 -0.4 -19.1
COc1ccc(NC(=O)Nc2cccc3c2O[C@H](CN(C)S(=O)(=O)c2ccc(C)cc2)[C@H](C)CN([C@@H](C)CO)C3=O)cc1 -1.3 -1.7
C[C@H](CO)N1C[C@H](C)[C@H](CN(C)Cc2ccc(-c3ccccc3)cc2)Oc2ccc(NS(=O)(=O)c3cccs3)cc2CC1=O -1.5 15.6
C[C@H]1CN([C@@H](C)CO)C(=O)c2cc(NC(=O)CCN3CCOCC3)ccc2O[C@H]1CN(C)Cc1ccc2c(c1)OCO2 . -20.9
COc1ccc(CN(C)C[C@@H]2Oc3ccc(NS(C)(=O)=O)cc3CC(=O)N([C@@H](C)CO)C[C@@H]2C)cc1 3.8 0.7
COc1ccc(NC(=O)N(C)C[C@@H]2OCc3cn(nn3)CCCC(=O)N([C@H](C)CO)C[C@@H]2C)c(OC)c1 . -1.3
CC(C)NC(=O)Nc1ccc2c(c1)C(=O)N([C@H](C)CO)C[C@H](C)[C@@H](CN(C)Cc1ccc3c(c1)OCO3)OCCCC[C@@H](C)O2 -5.3 -10.7
CC(C)(C)OC(=O)N1CCC[C@H]1/C=N/NC(=O)c1cccc(C(=O)NO)c1 -1.3 -11.2

A draw from above in order of molar mass, lowest first:
SMILES INS-1E_ATP_HTS T_cruzi_intra
CC(C)(C)OC(=O)N1CCC[C@H]1/C=N/NC(=O)c1cccc(C(=O)NO)c1 -1.3 -11.2
O=C(NO)c1cccc(C(=O)N/N=C/c2cn(S(=O)(=O)c3ccccc3)c3ccccc23)c1 9.2 2.7
COc1ccc(NC(=O)N(C)C[C@@H]2OCc3cn(nn3)CCCC(=O)N([C@H](C)CO)C[C@@H]2C)c(OC)c1 . -1.3
C[C@H](CO)N1C[C@H](C)[C@H](CN(C)Cc2ccc(-c3ccccc3)cc2)Oc2ccc(NS(=O)(=O)c3cccs3)cc2CC1=O -1.5 15.6

Later entries
SMILES INS-1E_ATP_HTS T_cruzi_intra
C[C@@H]1CCCCO[C@@H](CN(C)S(=O)(=O)c2ccccc2)[C@@H](C)CN([C@H](C)CO)C(=O)c2cc(NC(=O)Nc3ccc(F)cc3)ccc2O1 3.8 10.6
COc1ccc(NC(=O)N(C)C[C@H]2OCc3cnnn3CCCC(=O)N([C@H](C)CO)C[C@H]2C)c(OC)c1 . -4.4
C[C@H]1CN([C@@H](C)CO)C(=O)c2cccc(NC(=O)c3cnccn3)c2O[C@@H]1CN(C)C(=O)Nc1ccc(F)cc1 3.4 -44.8
C[C@H](CO)N1C[C@H](C)[C@H](CN(C)Cc2ccc(Oc3ccccc3)cc2)Oc2ccc(NC(=O)CCC(F)(F)F)cc2C1=O -20.2 14.0
C[C@@H]1CN([C@H](C)CO)C(=O)c2cc(NC(=O)Nc3ccccc3)ccc2O[C@@H]1CN(C)C(=O)Nc1ccc(C(F)(F)F)cc1 -5.2 16.7
C[C@H]1CN([C@@H](C)CO)C(=O)c2cccc(NC(=O)c3ccncc3)c2O[C@H]1CN(C)Cc1ccc(Cl)c(Cl)c1 -2.7 86.0*
C[C@H]1CN([C@@H](C)CO)C(=O)c2cccc(NC(=O)Nc3ccc4c(c3)OCO4)c2O[C@H]1CN(C)S(=O)(=O)c1cn(C)cn1 3.8 -12.7
C[C@@H]1CN([C@H](C)CO)C(=O)c2cccc(NS(=O)(=O)c3ccc(F)cc3)c2O[C@@H]1CN(C)Cc1ccc2c(c1)OCO2 4.1 -10.9
C[C@H]1CN([C@@H](C)CO)C(=O)CCCn2cc(nn2)CO[C@H]1CN(C)Cc1ccc(C(=O)O)cc1 . -27.5
Cc1ccc(S(=O)(=O)N(C)C[C@@H]2Oc3ccc(NC(=O)NC(C)C)cc3C(=O)N([C@@H](C)CO)C[C@H]2C)cc1 6.7 1.1
C[C@H](CO)N1C[C@H](C)[C@@H](CN(C)Cc2ccc3c(c2)OCO3)Oc2c(NC(=O)Nc3ccccc3)cccc2C1=O 1.1 14.5
C[C@@H]1CN([C@H](C)CO)C(=O)c2cc(NS(=O)(=O)c3cn(C)cn3)ccc2O[C@H]1CN(C)S(C)(=O)=O . -2.6
C[C@@H]1CCCCO[C@@H](CN(C)Cc2ccncc2)[C@@H](C)CN([C@H](C)CO)C(=O)c2cc(NC(=O)c3ccncc3)ccc2O1 5.0 -25.3
CNC[C@@H]1Oc2ccc(NS(=O)(=O)c3ccc(OC)cc3)cc2CC(=O)N([C@@H](C)CO)C[C@@H]1C 7.7 -8.8
COc1ccc(NC(=O)Nc2ccc3c(c2)CC(=O)N([C@H](C)CO)C[C@@H](C)[C@H](CN(C)Cc2ccncc2)O3)cc1 9.4 -36.6
CC(C)NC(=O)Nc1ccc2c(c1)C(=O)N([C@@H](C)CO)C[C@@H](C)[C@H](CN(C)S(C)(=O)=O)O2 4.6 -3.2
C[C@@H]1CN([C@H](C)CO)C(=O)c2cccc(NC(=O)c3ccncc3)c2O[C@H]1CN(C)S(=O)(=O)c1cn(C)cn1 5.8 -18.7
C[C@H]1CN([C@@H](C)CO)C(=O)Cc2cc(NS(C)(=O)=O)ccc2O[C@@H]1CN(C)C(=O)Nc1ccc(C(F)(F)F)cc1 -1.7 -9.1
C[C@H]1CN([C@@H](C)CO)C(=O)c2cccc(NC(=O)C3CC3)c2O[C@@H]1CN(C)S(=O)(=O)c1cccs1 9.9 -3.1
C[C@H]1CN([C@@H](C)CO)C(=O)c2cc(NC(=O)Cc3ccccc3)ccc2O[C@H]1CN(C)S(=O)(=O)c1ccccc1 15.4 3.7
C[C@H]1CN([C@@H](C)CO)C(=O)c2cccc(NC(=O)c3nc4ccccc4s3)c2O[C@@H]1CN(C)S(=O)(=O)c1cccs1 -7.7 25.0
Cc1noc(C)c1NC(=O)N(C)C[C@@H]1Oc2ccc(NC(=O)CCN3CCOCC3)cc2C(=O)N([C@@H](C)CO)C[C@H]1C 0.8 -12.5
C[C@@H]1CN([C@@H](C)CO)C(=O)c2cc(NC(=O)Nc3ccc4c(c3)OCO4)ccc2O[C@@H]1CN(C)Cc1ccncc1 . -19.6
C[C@H]1CN([C@@H](C)CO)C(=O)c2cc(NC(=O)C3CC3)ccc2O[C@@H]1CN(C)C(=O)NC1CCCCC1 3.5 -12.3
Cc1noc(C)c1S(=O)(=O)Nc1ccc2c(c1)CC(=O)N([C@H](C)CO)C[C@H](C)[C@H](CN(C)CC1CCCCC1)O2 -8.6 -10.8

Bioassay records from PubChem BioAssay.
